Screens (PubChem)
FBW7 activator – activators of human E3 ligase FBW7; Q969H0; 650,000 compounds, 0.13% hits; normalized activity (activation), % at 26.1 µM; AlphaScreen FBW7–phospho-cyclin E peptide binding, activator screen; AID 1259310; in the data active means normalized activity above about 1.9%;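 further: purified mutant Fbw7 with reduced substrate affinity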
Target sequence (Q969H0 whole entry, looked up): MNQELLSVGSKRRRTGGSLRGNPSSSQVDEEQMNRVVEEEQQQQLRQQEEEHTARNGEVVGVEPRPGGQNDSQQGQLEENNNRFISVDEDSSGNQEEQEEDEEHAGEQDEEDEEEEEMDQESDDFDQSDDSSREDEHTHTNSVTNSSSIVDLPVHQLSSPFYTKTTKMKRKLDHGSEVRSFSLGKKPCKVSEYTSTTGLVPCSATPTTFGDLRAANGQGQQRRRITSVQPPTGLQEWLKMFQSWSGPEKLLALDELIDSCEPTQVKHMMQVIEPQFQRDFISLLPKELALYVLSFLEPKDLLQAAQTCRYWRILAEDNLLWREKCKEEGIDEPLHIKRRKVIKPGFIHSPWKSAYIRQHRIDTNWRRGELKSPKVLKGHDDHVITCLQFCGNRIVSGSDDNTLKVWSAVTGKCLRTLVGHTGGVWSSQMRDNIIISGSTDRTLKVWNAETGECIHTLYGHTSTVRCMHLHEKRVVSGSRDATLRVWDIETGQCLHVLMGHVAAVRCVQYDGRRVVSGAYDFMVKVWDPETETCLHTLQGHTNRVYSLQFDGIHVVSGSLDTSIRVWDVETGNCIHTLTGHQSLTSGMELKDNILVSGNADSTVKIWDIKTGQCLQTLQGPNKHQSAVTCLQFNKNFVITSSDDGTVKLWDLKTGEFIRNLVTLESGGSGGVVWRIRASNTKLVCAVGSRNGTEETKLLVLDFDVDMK
TEAD-YAP inh – TEAD-YAP interaction inhibition | inhibition, % at 9.12 µM | 640,000 compounds, 1.4% hits | HEK-TIYL cells, TEAD-Gal4/YAP UAS-luciferase luminescence; in the data active means inhibition above about 32%;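 further: 0% = median of test compound wells and 100% = reference inhibitor wells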
GPR151 ag – activators of human GPR151; Q8TDV0; 650,000 compounds, 1% hits; activation, % at 11.2 µM; AID 1508602; PathHunter beta-arrestin GPR151 cells, luminescence; in the data active means activation above about 4.9%;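 further: 0% = median of compound wells and 100% = cells with positive control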
Target sequence (Q8TDV0 whole entry, looked up): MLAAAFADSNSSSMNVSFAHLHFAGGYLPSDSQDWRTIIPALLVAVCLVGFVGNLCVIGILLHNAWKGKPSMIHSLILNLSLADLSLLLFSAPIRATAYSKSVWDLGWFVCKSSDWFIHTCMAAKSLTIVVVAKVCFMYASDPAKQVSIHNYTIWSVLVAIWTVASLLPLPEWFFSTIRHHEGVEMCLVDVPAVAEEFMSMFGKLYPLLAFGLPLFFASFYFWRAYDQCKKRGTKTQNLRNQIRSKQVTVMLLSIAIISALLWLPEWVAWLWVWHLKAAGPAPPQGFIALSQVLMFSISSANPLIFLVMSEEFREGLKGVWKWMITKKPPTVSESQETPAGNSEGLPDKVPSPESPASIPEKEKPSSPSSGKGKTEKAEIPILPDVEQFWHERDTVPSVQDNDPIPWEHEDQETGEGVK
MITF primary – blocks human microphthalmia-associated transcription factor; AlphaScreen MITF homodimerization, bead proximity signal; O75030; 650,000 compounds, 0.91% hits; inhibition, % at 2.6 µM; in the data active means inhibition above about 50%;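 further: 0% = vehicle wells with protein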
Numbers without * were called inactive.

SMILES	FBW7 activator	TEAD-YAP inh	GPR151 ag	MITF primary
COc1ccc2nc(NC(=O)c3c(F)cccc3F)sc2c1	0.2	-69	-1.3	3
COc1ccc(C(=O)NC2CC2)cc1OC1CCN(Cc2ccccc2F)CC1	0.0	5	-0.6	0
CC(C)(C)NC(=O)CN(c1cccc([N+](=O)[O-])c1)S(=O)(=O)c1ccccc1	-0.3	0	2.3	5
O=S(=O)(NCC(c1cccnc1)N1CCN(c2ccc(F)cc2)CC1)c1cccs1 (stereo not drawn)	-0.3	-3	0.2	12
Cc1cc(C)n(C(=O)c2ccc(F)cc2)n1	0.0	-4	0.8	-3
OCC1(Cc2ccccc2C(F)(F)F)CCN(Cc2ccoc2)CC1	0.0	-1	-1.0	-23
COc1ccc(-c2c(C)oc3cc(OCC(=O)OC(C)(C)C)ccc3c2=O)cc1	-0.1	-3	1.1	-5
Cc1ccccc1NC(=O)c1ccc(F)c(S(=O)(=O)N2CCC(C)CC2)c1	0.2	0	-1.3	3
COc1ccc(/C=N/Nc2ncc(Cl)cc2Cl)cc1OC	-0.3	-10	0.8	-20
Cc1ccc(-n2ncc3c(=O)n(Cc4cccc(F)c4)cnc32)cc1C	0.0	4	0.7	7
O=[N+]([O-])c1ccc(N2CCOCC2)cc1NCCO	0.1	-8	0.1	14
Cc1ccc2c(CC(=O)Nc3ccc(S(=O)(=O)N4CCC(C)CC4)cc3)coc2c1	0.3	3	3.1	-2
O=C(NCc1noc2ccccc12)N1CCc2ccccc21	0.0	-14	-0.3	3
CC(C)c1nc(SCC(=O)NCC2CCCO2)c2c(=O)n(C)c(=O)n(C)c2n1 (stereo not drawn)	-0.2	-7	-2.0	-4
CCc1cc2c(cc3c(=O)n(CC(=O)N4CCCCC4)nc(CC)n32)s1	-0.1	6	-0.6	10
COC(=O)NC(O)C(=O)c1cccs1 (stereo not drawn)	0.1	2	-0.5	-3
CC1=C(C(=O)OC2CCCCC2)C(c2cccc(F)c2)C2=C(CC(C)(C)CC2=O)N1 (stereo not drawn)	0.0	-2	-1.4	-8
COc1cc(C2c3c(n[nH]c3C)C(=O)N2c2ccc(C)cc2)ccc1O (stereo not drawn)	0.1	-1	0.0	7
O=c1[nH]nc(SCc2ccccc2)c(=O)[nH]1	0.0	4	-2.5	10
Cn1cc(NC(=O)c2cc(NC(=O)c3cc(NC=O)cn3C)cn2C)cc1C(=O)NCCC(=N)N	-0.1	18	-0.4	4
Cc1ccc(-c2nnc(CC(=O)NCc3ccc(F)cc3)o2)cc1	-0.1	-4	-0.6	2
Cc1cc(NC(=O)CSc2ccc(-c3ccc(Cl)cc3)nn2)no1	1.0	-9	-0.1	20
COCCCn1nnnc1SCC(=O)Nc1ccccc1	-0.1	0	-0.1	-1
N=C1/C(=C/c2coc3ccccc3c2=O)C(=O)N=C2SC=C(c3ccccc3)N12	-0.1	-4	-0.3	-7
N/C(=N\OS(=O)(=O)c1ccccc1[N+](=O)[O-])c1ccncc1	0.0	0	-1.1	7
Cc1cccc(C(=O)Nc2ccc(C(=O)Nc3ccc(I)cc3C)cc2)c1	0.1	6	-1.6	12
COc1ccc2ccccc2c1/C=C1/C(=O)NC(=O)N(Cc2ccc(F)cc2)C1=O	-0.5	3	1.8	-7
CC1=C(C(=O)OCCc2ccccc2)C(c2ccccc2Cl)NC(=O)N1C (stereo not drawn)	0.0	-2	-1.5	2
CN1CCN(C(=O)c2ccc(-c3nc(Nc4ccc(Oc5ccccc5)cc4)c4ncn(C5CCCCC5)c4n3)cc2)CC1	-0.2	-15	-0.4	19
CC(=O)NCCc1c(C(=O)O)[nH]c2ccc(C(C)=O)cc12	-0.1	3	3.6	-30
O=C(O)c1cc2nc(-c3ccc(F)cc3)cc(C(F)(F)F)n2n1	0.0	4	0.8	6
COc1ccc(C(=O)N2CCN3C(=O)[C@H](Cc4ccccc4)N(C)C(=O)[C@H]3C2)cc1	-0.2	3	0.3	7
Cc1ccc(S(=O)(=O)NCCOc2ccccc2Cl)cc1[N+](=O)[O-]	0.1	4	-0.4	14
Cc1c(Cl)c([N+](=O)[O-])nn1CC(=O)Nc1ccccc1C(F)(F)F	0.0	-18	-1.1	-5
Cc1c(Cl)cccc1NC(=O)CS(=O)(=O)c1cccc2nsnc12	-0.2	0	-0.6	16
O=C(O)c1ccccc1/C=N/Nc1nc2ccccc2s1	-0.2	94*	-6.9	5
COc1cccc(CNC(=O)Cc2c(C)c3ccc(O)cc3oc2=O)c1	0.2	3	-0.9	10
Cc1c(NC(=S)NC(=O)c2ccc(Br)cc2)cccc1-c1nc2ncccc2o1	0.0	0	0.4	-5
CCN1CCN(CC(=O)NCc2ccccc2)C(=O)C1=O	0.1	-3	-0.8	-12
CCC(C(=O)N1CCN(c2ccc(F)cc2)CC1)c1ccccc1 (stereo not drawn)	1.1	-5	-0.9	-2
O=C(NCc1nc2ccccc2[nH]1)c1csc(Nc2nccc3ccccc23)n1	-0.3	-12	0.3	2
COc1ccc(C2CC(C(F)(F)F)n3nc(C(=O)Nc4cccnc4Cl)c(Cl)c3N2)cc1OC (stereo not drawn)	0.1	-9	-0.4	35
Brc1ccc(C2Oc3ccccc3C3CC(c4ccccc4)=NN32)cc1 (stereo not drawn)	-0.1	-29	-0.2	-6
CC(C)(C)c1cn2ccc3ccccc3c2n1	-0.3	-4	0.6	7
O=C(CNC(=O)C(c1ccccc1)c1ccccc1)OCc1ccc([N+](=O)[O-])cc1	-0.1	2	0.7	11
COc1ccc(N2CCN(C(=O)c3cncc(Br)c3)CC2)cc1	0.0	-2	0.2	-10
C/C(=N\Nc1ccccn1)c1ccc(C#N)cc1	-0.6	-1	-0.1	14
O=C(CC1C(=O)NCCN1Cc1c(F)cccc1Cl)NC1CCC1 (stereo not drawn)	-0.1	-17	-1.1	-5
COc1cc(CN2CCN(Cc3cccc(O)c3)CC2CCO)cc(OC)c1 (stereo not drawn)	0.0	5	-1.2	4
CN(Cc1cccs1)C(=O)CC1(c2cccc(F)c2)CC(=O)N(C2CCCC2)C1=O (stereo not drawn)	0.0	-11	-1.4	7
c1ccc(-c2cnc(-c3ccncc3)nc2C2CCCN(Cc3ccco3)C2)cc1 (stereo not drawn)	-0.1	1	0.5	-8
COc1ccc(-c2cc(C(=O)OC3CCOC3=O)c3ccccc3n2)cc1OC (stereo not drawn)	0.0	-6	-0.8	0
CCOC(=O)CN(Cc1ccccc1Cl)S(=O)(=O)c1c(C)cc(C)cc1C	0.0	-1	-1.5	16
CC(C)(C)c1nc(NCCCN2CCOCC2)c2nnn(Cc3ccccc3)c2n1	0.5	1	-0.7	17
COc1cc(NC(=O)c2cc3ccccc3c(=O)o2)c(OC)cc1Cl	0.1	-5	-1.4	13
CCCc1cc(=O)[nH]c(SCc2cn3c(C)cc(C)nc3n2)n1	0.5	-6	-0.5	21
N#C/C(=C/c1ccc(O)cc1)C(=O)Nc1ccc(O)cc1	0.1	16	-1.9	19
O=C(O)CCCNC(=O)/C(=C\c1ccc(Cl)cc1)NC(=O)c1ccco1	0.1	-12	-0.8	12
Cc1cc(C)nc(SCc2cc(=O)c(OC(=O)c3ccc4ccccc4c3)co2)n1	0.1	-7	-0.5	22
Cc1cc(NCCO)nc(-c2ccccc2O)n1	0.6	-5	-0.6	13

Another view of part of the listing above.
| Molecule | FBW7 activator | TEAD-YAP inh | GPR151 ag | MITF primary |
| --- | --- | --- | --- | --- |
| O=C(NCc1nc2ccccc2[nH]1)c1csc(Nc2nccc3ccccc23)n1 | -0.3 | -12 | 0.3 | 2 |
| COc1ccc(C2CC(C(F)(F)F)n3nc(C(=O)Nc4cccnc4Cl)c(Cl)c3N2)cc1OC (stereo not drawn) | 0.1 | -9 | -0.4 | 35 |
| Brc1ccc(C2Oc3ccccc3C3CC(c4ccccc4)=NN32)cc1 (stereo not drawn) | -0.1 | -29 | -0.2 | -6 |
| CC(C)(C)c1cn2ccc3ccccc3c2n1 | -0.3 | -4 | 0.6 | 7 |
| O=C(CNC(=O)C(c1ccccc1)c1ccccc1)OCc1ccc([N+](=O)[O-])cc1 | -0.1 | 2 | 0.7 | 11 |
| COc1ccc(N2CCN(C(=O)c3cncc(Br)c3)CC2)cc1 | 0.0 | -2 | 0.2 | -10 |
| C/C(=N\Nc1ccccn1)c1ccc(C#N)cc1 | -0.6 | -1 | -0.1 | 14 |
| O=C(CC1C(=O)NCCN1Cc1c(F)cccc1Cl)NC1CCC1 (stereo not drawn) | -0.1 | -17 | -1.1 | -5 |
| COc1cc(CN2CCN(Cc3cccc(O)c3)CC2CCO)cc(OC)c1 (stereo not drawn) | 0.0 | 5 | -1.2 | 4 |
| CN(Cc1cccs1)C(=O)CC1(c2cccc(F)c2)CC(=O)N(C2CCCC2)C1=O (stereo not drawn) | 0.0 | -11 | -1.4 | 7 |
| c1ccc(-c2cnc(-c3ccncc3)nc2C2CCCN(Cc3ccco3)C2)cc1 (stereo not drawn) | -0.1 | 1 | 0.5 | -8 |
| COc1ccc(-c2cc(C(=O)OC3CCOC3=O)c3ccccc3n2)cc1OC (stereo not drawn) | 0.0 | -6 | -0.8 | 0 |
| CCOC(=O)CN(Cc1ccccc1Cl)S(=O)(=O)c1c(C)cc(C)cc1C | 0.0 | -1 | -1.5 | 16 |
| CC(C)(C)c1nc(NCCCN2CCOCC2)c2nnn(Cc3ccccc3)c2n1 | 0.5 | 1 | -0.7 | 17 |

Additional structures
SMILES	FBW7 activator	TEAD-YAP inh	GPR151 ag	MITF primary
CC(C)Cc1c(C#N)c(SCC(=O)Nc2ccc(Br)cc2)nc2c1CCCC2	0.0	7	0.5	11
C/C(=N\NC(=O)CCCNc1ccccc1)c1ccncc1	-0.1	-6	0.8	5
CSc1ccc(/C=C2\C(=O)N(c3ccc(Cl)c(C(=O)O)c3)N=C2C)cc1	-0.5	2	-2.4	-5
c1ccc2c(c1)ccc1nnc(-c3ccc4c(c3)OCO4)n12	-0.3	-8	0.1	13
CCn1c(SCC(=O)Nc2c(C)cc(C)cc2C)nc2c(c1=O)SC(C)C2 (stereo not drawn)	-0.2	6	0.6	-10
CCCCSc1nnc2c(n1)OC(c1cc(Br)ccc1OC)Nc1ccccc1-2 (stereo not drawn)	0.0	0	-0.9	-8
COc1ccc(-c2cn3c4c(=O)n(C)c(=O)n(C)c4nc3n2CCCO)cc1	0.0	2	-0.4	1
Cc1ccc(N(C(C)C(=O)Nc2c(C)n(C)n(-c3ccccc3)c2=O)S(C)(=O)=O)cc1 (stereo not drawn)	0.1	8	-0.9	7
Cc1cc(NCCc2ccc(O)cc2)nc(N2CCCC2CO)n1 (stereo not drawn)	-0.1	4	0.5	-18
Cc1cc(C)cc(N=C2NC(=O)/C(=C/c3ccc(-c4ccc(Cl)cc4)o3)S2)c1	-0.3	-5	-0.3	-2
O=[N+]([O-])c1cccc(CSc2ccc3nnc(-c4ccccn4)n3n2)c1	-1.3	-6	-0.8	16
CC(C)CN1C(=O)C(=O)N(CC(=O)Nc2ccc3c(c2)CCC3)C1=O	-0.1	11	0.3	-2
CCOC(=O)C1=C(C)N=c2s/c(=C\c3cccc(Br)c3)c(=O)n2C1c1ccc(OC)c(OC)c1 (stereo not drawn)	-0.1	0	2.8	-14
COc1cc(NC(=O)c2ccccc2Cl)c(OC)cc1NC(=O)/C=C/C(=O)O	-0.1	-5	0.5	5
CCOc1ccc2nc(SC3CC(=O)N(c4ccc(OC)c(OC)c4)C3=O)sc2c1 (stereo not drawn)	-0.2	-19	0.4	5
O=C(Nc1ccc(OCc2ccccc2)cc1)c1ccccc1CCc1ccccc1	0.5	3	-0.2	5
N#Cc1cnc2c(-c3ccccc3)cnn2c1N	0.7	-35	1.1	-1
COc1cc(Nc2nc(-c3csc4ccccc34)nc3c2ncn3-c2ccsc2)cc(OC)c1OC	-0.1	10	-0.4	-5
CNC(=O)CN1CCCC(c2nc3ccccc3[nH]2)C1 (stereo not drawn)	-0.6	2	0.3	-1
CCCOc1c(Cl)cc(C#N)cc1OCC	-0.1	-2	-0.7	13
Cc1c(C(Nc2ccccn2)c2ccc(Cl)cc2)c(=O)n(-c2ccccc2)n1C (stereo not drawn)	0.6	-2	0.5	12
O=c1nc2s/c(=C/c3ccco3)c(=O)n2nc1Cc1ccc(F)cc1	-1.6	-3	0.2	40
C=Cc1ccc(CN2C(=O)C(C)Oc3ccc(S(=O)(=O)CC)cc32)cc1 (stereo not drawn)	0.1	6	-0.2	-1
CC(=O)Nc1ccc(-c2csc(N3N=C(c4cccs4)CC3c3ccco3)n2)cc1 (stereo not drawn)	-0.1	4	-0.2	-3
O=C(c1ccc(S(=O)(=O)Cc2cc(F)ccc2F)c([N+](=O)[O-])c1)N1CCOCC1	0.1	11	-1.4	2
COc1ccc(/C=N/Nc2ccc(Cl)nn2)cc1	-0.2	-72	-1.1	0
C/C(CC(=O)NC(C)C)=N\NC(=O)C(c1ccccc1)c1ccccc1	-0.2	-2	1.0	-8
O=C(OCc1ccc([N+](=O)[O-])cc1)c1ccccc1F	-0.1	-7	-0.5	-4
CCOc1cc(C2C(C(=O)OCCOc3ccccc3)=C(C)NC3=C2C(=O)CC(c2ccc(OC)cc2)C3)cc(Cl)c1O (stereo not drawn)	0.1	-2	1.4	8
COC(=O)/C(C#N)=C/c1c(Oc2ccc(Cl)cc2)nc2c(C)cccn2c1=O	-0.1	-11	0.7	2
CC(=O)c1cccc(NC(=O)c2ccc(CNc3c(N4CCOCC4)c(=O)c3=O)cc2)c1	0.0	14	-0.9	5
C=CCSc1nnc2c(n1)OC(c1cc3c(cc1[N+](=O)[O-])OCO3)N(C(C)=O)c1ccccc1-2 (stereo not drawn)	0.0	-2	0.2	0
COc1ccc(NC(=O)C2=C(C)NC(=S)NC2c2cc(OC)c(OC)c(OC)c2)cc1 (stereo not drawn)	0.7	3	1.5	19
COc1cccc(/C=N/NS(=O)(=O)c2ccc(C)cc2)c1O	-0.1	12	0.1	-5
CCCCc1ccc(NC(=O)COc2cccc3c2CCNC3=O)cc1	0.0	1	0.7	13
